High-throughput results as filed in PubChem BioAssay.
p53 reactivation – mutant p53 re-activation in reporter cells; H1299 p53-A138V BP100-luciferase reporter, luminescence, 24 h; Potency, µM (series often up to 92.2 µM), for the others: at the highest dose activity change, positive = activation, actives largely listed as activators; hit rate 0.063% among 320,000; AID 504706; further: potency means the concentration at half of the fitted maximal effect; % of control where 0% means no effect; nearly all actives have a fitted effect of over 45% in size
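H1299 (p53-null), stable ts p53-A138V + BP100-Luc; 1000 cells/well, Opti-MEM/10% FBS; cpd 4 pt, 1:5; 24 h, 37 deg C, 5% CO2; detection reagent 10 min RT; luminescence.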
VP16 counter – counter-screen for ROR gamma inhibitors: Gal4-VP16 reporter; Drosophila S2 Gal4-VP16 UAS-luciferase, luminescence, 20 h; Potency, µM (highest dose often 53.6 µM), for the others: top-dose activity, negative = inhibition, most hits filed as inhibitors; hit rate 3.5% among 310,000; AID 2546;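 further: Gal4-VP16 expression switched on by copper sulfate through the metallothionein promoter; potency means the concentration at half of the fitted maximal effect; on the % scale 0 is the no-effect control and ±100 the full control effect; nearly all actives have a fitted effect of over 50% in size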
RORgamma inh – blocks mouse ROR gamma transcriptional activity | Potency, µM (top dose mostly 53.6 µM), for the others: at the highest dose activity change, negative = inhibition, hits mostly inhibitors | Drosophila S2 Gal4-RORgamma UAS-luciferase reporter, 20 h | P51450 | hit rate 5.4% among 310,000; further: potency means the concentration at half of the fitted maximal effect; on the % scale 0 is the no-effect control and ±100 the full control effect; nearly all actives have a fitted effect of over 60% in size
Target sequence (P51450 whole entry, looked up, the tested form may be a part): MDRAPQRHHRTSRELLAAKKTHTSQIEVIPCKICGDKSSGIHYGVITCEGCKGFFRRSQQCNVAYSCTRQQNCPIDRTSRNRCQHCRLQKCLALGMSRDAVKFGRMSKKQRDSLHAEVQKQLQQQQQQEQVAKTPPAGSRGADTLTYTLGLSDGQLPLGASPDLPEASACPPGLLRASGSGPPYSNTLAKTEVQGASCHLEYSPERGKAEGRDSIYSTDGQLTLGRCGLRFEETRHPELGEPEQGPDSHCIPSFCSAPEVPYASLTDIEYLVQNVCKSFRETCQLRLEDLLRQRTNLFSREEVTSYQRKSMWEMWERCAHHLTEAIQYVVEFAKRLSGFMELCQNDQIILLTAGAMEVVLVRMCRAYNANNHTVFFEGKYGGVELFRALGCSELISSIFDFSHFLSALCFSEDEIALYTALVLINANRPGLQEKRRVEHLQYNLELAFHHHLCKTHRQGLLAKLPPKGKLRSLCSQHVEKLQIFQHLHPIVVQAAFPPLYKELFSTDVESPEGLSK
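In this cell-based reporter format, copper sulfate (700 uM final) drives Gal4–ROR gamma fusion expression from a metallothionein promoter in Drosophila Schneider cells; compounds preincubated 1 hr, reporter read after 20 hr at ambient temperature.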
PKM2 activator – PKM2 (human) enzyme activation. hit rate 0.34% among 260,000. purified PKM2, Kinase-Glo ATP luminescence, activation; response scale: 0% is enzyme alone, no compound. Potency, µM (top dose mostly 57.5 µM), inactives show at the highest dose activation, hits mostly activators. AID 1631. P14618; further: potency means the concentration at half of the fitted maximal effect; on the % scale 0 is the no-effect control and ±100 the full control effect; nearly all actives have a fitted effect of over 55% in size
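hPK-M2, >95% pure; 0.1 mM ADP / 0.5 mM PEP final; imidazole pH7.2 buffer w/ 7 mM MgCl2, 50 mM KCl; 1 h RT; Kinase-Glo lum. Intermediate enzyme activity for dual inhibitor/activator qHTS.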
Rab9 prom act – Rab9 promoter activation; Huh7 Rab9 promoter-luciferase reporter, luminescence, 24 h; Potency, µM (top dose mostly 9.22 µM), without a hit: at the top dose activation, negative = inhibition, usual class: activators; hit rate 2.8% among 320,000; AID 485297; further: potency means the concentration at half of the fitted maximal effect; % of control where 0% means no effect; nearly all actives have a fitted effect of over 60% in size
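Huh7 cells stably carrying a Rab9 promoter-luciferase reporter, 1500 cells per well in OP-MEM I with 10% FBS, treated with compound 24 hours at 37C. Luciferase activity read by luminescence after 10 minutes with Amplite reagent.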
FLuc counter – counter-screen for miR-21 project: firefly luciferase inhibitors or activators. Potency, µM (highest dose often 57.5 µM), for the others: at the top dose activity change, negative = inhibition, hits mostly inhibitors. AID 588342. purified FLuc, Km substrates, luminescence inhibition. hit rate 6.9% among 360,000. P08659;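 further: potency means the concentration at half of the fitted maximal effect; plate controls were vehicle for no effect and reference inhibitor for full effect; nearly all actives have a fitted effect of over 55% in size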
Target sequence (P08659 whole entry, looked up): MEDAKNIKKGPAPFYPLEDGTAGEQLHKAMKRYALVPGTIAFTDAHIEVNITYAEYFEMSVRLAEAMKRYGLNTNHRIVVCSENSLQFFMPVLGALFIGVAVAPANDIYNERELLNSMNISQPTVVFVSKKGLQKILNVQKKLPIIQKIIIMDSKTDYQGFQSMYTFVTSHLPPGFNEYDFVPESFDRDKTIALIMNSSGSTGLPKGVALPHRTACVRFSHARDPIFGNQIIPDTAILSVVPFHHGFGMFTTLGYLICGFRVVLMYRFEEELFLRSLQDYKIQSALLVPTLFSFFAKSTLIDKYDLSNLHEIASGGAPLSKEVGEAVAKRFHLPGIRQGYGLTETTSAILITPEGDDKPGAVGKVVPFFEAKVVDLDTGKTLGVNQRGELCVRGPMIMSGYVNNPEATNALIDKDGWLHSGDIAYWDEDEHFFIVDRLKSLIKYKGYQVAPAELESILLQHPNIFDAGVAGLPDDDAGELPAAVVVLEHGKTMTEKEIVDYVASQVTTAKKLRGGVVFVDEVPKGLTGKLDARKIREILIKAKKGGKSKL
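Biochemical qHTS of compounds, final roughly 60 µM downward over six points, against 10 nM purified firefly luciferase using Km concentrations of substrates (10 uM D-luciferin, 10 uM ATP) in Tris acetate pH 7.5 buffer; luminescence output.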
NPC1 promoter act – activates the NPC1 promoter; Huh7 NPC1 promoter luciferase reporter, 24 h; hit rate 2.4% among 320,000; Potency, µM (titrated, usually from 9.22 µM), for inactives: top-dose activation, actives largely listed as activators; AID 485313;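 further: potency means the concentration at half of the fitted maximal effect; % of control where 0% means no effect; nearly all actives have a fitted effect of over 60% in size; reporter is driven by a mutant NPC1 promoter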
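Readout is luciferase luminescence, reflecting NPC1 promoter activation in stably transfected Huh7 cells after 24 h compound exposure at 37 °C in reduced-serum medium with 10% FBS.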
Giardia kill – Giardia lamblia killing; Giardia lamblia trophozoite viability; activity change, % at 7.66 µM, hits read low; hit rate 0.15% among 340,000; AID 540267; in the data active means activity change below about -80%; inconclusive means between about -30% and that limit;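 further: parasites exposed to compound for two days anaerobically before the ATP read; on the % scale 0 is the no-effect control and ±100 the full control effect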
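Trophozoite viability was measured as ATP-dependent luminescence, read 15-30 min after reagent addition. Before that, parasites at 100 cells/well were exposed to compounds for 48 h, anaerobically, at 37 deg C.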
Menin-MLL TR inh – inhibitors of human menin-MLL interaction, mutant MLL peptide. O00255. Menin + Texas Red MLL mutant peptide, fluorescence polarization. Potency, µM (highest dose often 61.6 µM), without a hit: at the top dose FP activity change, negative = inhibition, actives largely listed as inhibitors. hit rate 0.23% among 270,000. AID 1768; active means well fitted inhibition curve with a large enough effect in the polarisation, with a control signal flat, not every such curve was filed as active; inconclusive means small, poorly fitted or top-dose-only effect, or effect the other way, or a change in a side signal; inactive means no such curve, though single readings can be large or run the other way; the % refers to the polarisation; further: potency means the concentration at half of the fitted maximal effect; % of control where 0% means no effect; many of its hits are not listed in these tables
BRCA1 expr up – increases BRCA1 expression; MCF7-BRCA1-FFLuc reporter, luminescence, 48 h; response scale: scaled: vehicle 0%, 10 µM genistein 100%; AID 624202; Potency, µM (series often up to 46.1 µM), for the others: top-dose activation, usual class: activators; hit rate 1.1% among 380,000; further: potency means the concentration at half of the fitted maximal effect; nearly all actives have a fitted effect of over 80% in size; some results filed as inactive show a strong effect at the top dose
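Reporter cells (MCF7, BRCA1 promoter-firefly luciferase) received library compounds across a concentration series for 48 h. End-point luminescence was measured and concentration-effect curves derived after normalization.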
ELG1 genotoxic – genotoxicity induction in ELG1-luciferase HEK293T cells | HEK293T ELG1-luciferase reporter, luminescence, 16 h | Potency, µM (doses to about 46 µM), inactives show at the highest dose activity change, positive = activation, usual class: activators | hit rate 1.3% among 330,000 | AID 504466; further: potency means the concentration at half of the fitted maximal effect; % of control where 0% means no effect; nearly all actives have a fitted effect of over 60% in size
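Screening used a luciferase reporter fused to human ELG1 in HEK293T cells. Luminescence was read on a CCD plate imager after 16 hr exposure and 30 min ONE-Glo incubation.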
Numbers without * were called inactive; ? = inconclusive; / = no result given; [ ] = remark or other dose. Unless noted, the call rests on the fitted dose curve; in most records, active means well fitted curve in the direction sought with a large enough effect; inconclusive means small, poorly fitted or top-dose-only effect, or another doubt; inactive means no such curve, though single readings can be large; an effect the other way counts as inactive or inconclusive.

Every second line gives: p53 reactivation	VP16 counter	RORgamma inh	PKM2 activator	Rab9 prom act	FLuc counter	NPC1 promoter act	Giardia kill	Menin-MLL TR inh	BRCA1 expr up	ELG1 genotoxic
- Cc1c(C(=O)N2CCN(C3CCS(=O)(=O)C3)CC2)oc2c(F)cccc12 (centres undefined)
    2%	/	/	/	1%	-1%	-1%	-4	/	10%	1%
- Cc1ccc(C)n1-c1ccc(C(=O)Nc2ccccc2)cc1
    ?	27%	36%	0%	?	9.5µM*	28%	-11	-9%	?	?
- Cc1cccn2c(=O)c3cc(C(=O)O)n(C)c3nc12
    -9%	4%	-20%	11%	-1%	-2%	-1%	0	8%	-2%	3%
- Cc1ccc(N2C(=O)c3ccccc3C2=O)cc1C
    ?	-9%	?	-7%	8%	?	2%	-19	?	20%	6%
- CCN(CC)S(=O)(=O)c1ccc(C2CNC(=O)C2)cc1 (centres undefined)
    0%	-8%	-6%	6%	1%	1%	1%	3	28%	1%	-5%
- O=C(NCC1COc2ccccc2O1)c1ccc(-n2cncn2)c([N+](=O)[O-])c1 (centres undefined)
    4%	/	/	/	-4%	0%	-3%	-29	/	-25%	1%
- OC1(c2ccc(Cl)cc2)CN(c2ccccc2)C2=[N+]1CCS2 (centres undefined)
    4%	-13%	22%	-2%	1%	-5%	0%	10	?	-47%	-6%
- CCOC(=O)c1[nH]c2ccccc2c1CCCN1C(=O)c2ccccc2C1=O
    3%	-8%	10%	7%	-8%	5%	0%	4	25%	-33%	-1%
- Brc1ccc(-c2noc(C3CCCCC3)n2)cc1
    11%	18%	14%	0%	2.8µM*	6.7µM*	?	6	1%	-4%	?
- Cc1ccc(-c2noc(C3CCCN(C(=O)c4ccccc4Br)C3)n2)cc1 (centres undefined)
    -9%	?	?	3%	1%	?	15%	8	-15%	28%	10%
- CC(C(=O)NCc1ccccc1)N(CCN1CCOCC1)C(=O)c1snc(C(N)=O)c1N (centres undefined)
    0%	-7%	-3%	-8%	5%	4%	-5%	/	2%	/	-5%
- Cc1nn(CCO)c(C)c1Oc1ccccc1O
    -14%	1%	-1%	-3%	1%	6%	1%	-21	-9%	0%	1%
- COC(=O)c1ccc(/C=C/c2nc3ccccc3c(=O)[nH]2)cc1
    ?	?	?	-9%	1.1µM*	0.67µM*	0.5µM*	-16	4%	8%	?
- Cc1ccc(C)c(C(=O)NC(C)c2ccc(-n3ccnc3)cc2)c1 (centres undefined)
    -7%	-11%	-29%	-1%	4%	-2%	3%	11	/	-19%	-1%
- COc1ccc(-n2nc(C(=O)NCC(=O)NCc3ccccc3OC)c3ccccc3c2=O)c(OC)c1
    5%	7%	12%	3%	0%	-1%	0%	6	-2%	-24%	0%
- Cc1cc(NC(=O)CSc2nnnn2-c2ccccc2C)no1
    1%	-20%	-31%	0%	4%	-1%	3%	-3	/	21%	17%
- Cc1oc(C2CC2)cc1C(=O)O
    0%	2%	15%[10 µM]	4%	-4%	5%	1%	-7	0%	1%	-1%
- COc1cc(-c2cc(C(=O)NCc3ccc(S(N)(=O)=O)cc3)c3ccccc3n2)cc(OC)c1OC
    -7%	1%	-17%	4%	3%	-13%	-2%	-20	36%[activator]	-36%	-20%
- CN1/C(=C\C(=O)c2ccccc2Cl)c2ccccc2CC1(C)C
    -4%	-22%	11%	-5%	0%	1%	-1%	-12	-24%	-19%	-3%
- COc1ccc(NC(=O)CSc2nnc(-c3ccccc3C)n2C)cc1
    -13%	/	-26%[0.365 µM]	1%	-3%	1%	-2%	7	-27%	-4%	-6%
- Cc1ccc(C2N(c3ccccc3)C(=S)N3CCCN23)cc1 (centres undefined)
    -5%	15%	-2%	3%	0%	1%	-1%	36[activator]	0%	-3%	-2%
- COc1ccc2cc(Br)ccc2c1CC(=O)N1CCCC1
    /	9%	3%[1.91 µM]	-3%	3%	4%	-3%	-13	-29%	-14%	-2%
- CC(=O)Nc1cc2c(nc1C)nc(C)n2Cc1ccc(Br)cc1
    15%	/	17%[0.365 µM]	-5%	-1%	3%	-3%	-13	24%	-3%	-1%
- CCN1CCN(c2ccc(NC(=O)COc3ccc([N+](=O)[O-])cc3)cc2)CC1
    19%	7%	?	-5%	4%	1%	2%	-4	/	-19%	-3%
- CC(C)(C)c1nnc(NC(=O)C2CCN(c3ncccn3)CC2)s1
    1%	1%	7%	8%	-7%	3%	0%	6	-1%	-12%	-2%
- CCc1sc(NC(=O)COC)nc1-c1ccccc1
    -2%	3%	-12%	-2%	-5%	?	-7%	5	6%	-33%	-3%
- CSc1ccc(C2c3[nH]c4ccccc4c3CCN2C(=O)c2cc(C)n(C)n2)cc1 (centres undefined)
    7%	3%	12%	?	?	17µM*	9%	/	-22%	/	?
- C=CCn1c(SCC(=O)NC23CC4CC(CC(C4)C2)C3)nc2cc(C(=O)O)ccc2c1=O
    5%	-18%	-44%	-21%	0%	-11%	2%	33[activator]	2%	-9%	4%
- CC(C)Cn1c(SCC(=O)NC(=O)Nc2ccc3c(c2)OCCO3)nc2ccccc2c1=O
    -2%	6%	-41%	1%	-13%	3%	-4%	-2	20%	6%	14%
- O=C(Cc1c(Cl)cccc1Cl)Nc1ccncc1Cl
    6%	2%	-8%	3%	-3%	?	6%	-10	/	-2%	-2%
- COCCNC(=O)c1ccc(NS(=O)(=O)c2ccc3[nH]c(=O)[nH]c3c2)cc1
    11%	-2%	8%	0%	7%	2%	-1%	7	/	15%	0%
- Cc1nn(CCCC(=O)NCc2ccccc2Cl)c(=O)c2nccn12
    5%	-1%	-4%	-1%	3%	-2%	-4%	-9	0%	32%	-2%
- Nc1cccc(CCc2nc3cc4ccccc4cc3[nH]2)c1
    ?	21%	?	0%	1.6µM*	19µM*	27%	-7	25%	-26%	18µM*
- CCc1nnc(SCC(=O)Nc2nccs2)n1CC
    18%	-3%	-4%	-9%	-3%	0%	-3%	-25	/	-30%	1%
- CC(=O)Cc1nsc(Nc2ccc(F)cc2)n1
    22%	20%	39%	-2%	19%	-6%	4%	-1	-18%	?	11%
- CCNC(=O)NC(=O)CSc1cccc(C(F)(F)F)c1
    -5%	-5%	17%	-2%	-1%	-2%	8%	-8	-1%	4%	7%
- CC1=C(C(=O)OCC(Br)(Br)Br)C(c2ccc(Br)cc2)NC(=O)N1CCCC(=O)O (centres undefined)
    -1%	2%	-30%	5%	-3%	-15%	-2%	/	7%	/	3%
- CC(=O)n1cc(N(C(=O)CCl)c2ccc(Cl)cc2)c2ccccc21
    -16%	?	?	0%	-57%[inhibitor]	-1%	-40%[inhibitor]	14	/	-96%[inhibitor]	-19%
- Cc1cc(C)n(CCCC(=O)O)n1
    -3%	5%	1%	-3%	-3%	0%	-1%	1	6%	1%	-2%
- COC(=O)c1ccc(C(=O)OC)c(NC(=O)CN2CCN(c3ccccc3OC)CC2)c1
    -2%	2%	-7%	1%	-4%	4%	-2%	9	-28%	-51%	-9%
- Cc1ccc(C2(C)NC(=O)N(CC(=O)NCc3ccccc3Cl)C2=O)cc1 (centres undefined)
    1%	-17%	-8%	/	-7%	2%	-1%	6	-1%	-1%	2%
- O=C(NC1CCCCC1)c1cccc(N2C(=O)CCC2=O)c1
    23%	/	/	/	2%	1%	0%	-27	/	-23%	-1%
- C=CCN(C(=O)CNC(=O)c1ccco1)C(C(=O)NC1CCCCC1)c1ccccc1 (centres undefined)
    2%	-3%	-8%	-1%	-5%	0%	1%	-29	-1%	-11%	7%
- Cc1ccc(N2C(=O)N3[C@H](c4cccc(C)c4)[C@@H]4C(=O)N(Cc5ccccc5)C(=O)[C@@H]4[C@]3(C)C2=O)cc1
    -4%	/	/	/	-4%	5%	-6%	-10	/	-24%	-1%
- COc1ccc(NC(=S)N2CCN(CCN=CC3=C(O)CC(c4ccccc4)CC3=O)CC2)cc1 (centres undefined)
    7%	11%	5%	2%	-2%	1%	0%	1	-5%	15%	-2%
- Cn1nnc(NC(=O)c2cccc([N+](=O)[O-])c2)n1
    8%	-13%	-36%	-3%	-5%	-1%	8%	6	/	2%	1%
- COc1cccc(/C=N/NC(=O)c2ccc(-c3ccccc3)cc2)c1O
    16%	3.2µM*	0.71µM*	-2%	-29%	2%	-33%[inhibitor]	3	?	-83%	2%

This is a subset; the hit share may differ from the screen's.
